Assay outcomes as filed in PubChem BioAssay.
UTI89 phage lysis: protection from phage-mediated lysis, alamar blue read-out – E. coli UTI89, K1F phage, bacterial capsule biogenesis inhibitors (AID 488966). E. coli UTI89 K1F phage lysis, alamar blue, 2 h; higher % means a stronger effect. inhibition, % at 100 µM; hits with a dose series show IC50 in µM. actives 0.02% (n = 340,000);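 active = phage lysis inhibition, versus mean bacterial control, above a set limit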;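 also: capsule biogenesis inhibitors block K1F phage lysis so surviving cells raise fluorescence; higher fluorescence means more inhibition of phage lysis; actives were called in the ten point dose series up to 300 µM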
NS5 inhibitors: flavivirus cap methylation enzyme inhibition – biochemical, confirmation dose response, primary screen (AID 588689); inhibition, % at 25 µM, or IC50 in µM where a hit was titrated; Dengue-2 NS5 methyltransferase capping enzyme assay, biochemical; higher % means a stronger effect; actives 0.3% (n = 340,000); in the data active = a potency from the dose series
RSV CPE inhibition: inhibition of RSV-induced cytopathic effect – HEp-2 cells, primary 10 µM value included (AID 2391); HEp-2 cells, RSV-induced CPE inhibition; higher % means a stronger effect; one-dose CPE inhibition, % at 10 µM; IC50 in µM for titrated hits; actives 0.13% (n = 310,000); in the data active = a potency from the dose series; also: strong numbers were not always called active
NTR1 agonist: NTR1-driven beta-arrestin-GFP spot formation – imaging, U2OS cells, high content, primary screen (AID 493036); P30989; actives 0.17% (n = 330,000); activation, % at 20 µM; agonist mode;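 active = activation at or above 40% of the spot to cytoplasm intensity ratio, with at least 20 cells analyzed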;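 also: 0% = DMSO without peptide and 100% = 100 nM NTR1 peptide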
Target sequence (P30989 whole entry, looked up): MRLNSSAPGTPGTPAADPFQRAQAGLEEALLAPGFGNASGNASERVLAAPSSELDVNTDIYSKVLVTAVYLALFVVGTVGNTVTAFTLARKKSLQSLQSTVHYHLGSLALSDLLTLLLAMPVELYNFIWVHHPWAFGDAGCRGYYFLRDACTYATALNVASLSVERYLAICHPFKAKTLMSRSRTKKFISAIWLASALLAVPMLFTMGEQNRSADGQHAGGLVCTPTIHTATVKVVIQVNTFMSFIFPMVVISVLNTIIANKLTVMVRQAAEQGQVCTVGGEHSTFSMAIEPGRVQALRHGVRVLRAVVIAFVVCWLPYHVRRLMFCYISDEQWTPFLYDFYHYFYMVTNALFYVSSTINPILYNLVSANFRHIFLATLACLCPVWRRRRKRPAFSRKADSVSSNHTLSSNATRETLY
AID2073: disruptors of CaV2.2 binding to Mint1 – biochemical, HTRF (AID 2073). one-dose inhibition, % at 20 µM; IC50 in µM for titrated hits. actives 0.19% (n = 290,000). HTRF protein-protein interaction, Mint1-CaV2.2; higher % means a stronger effect; in the data active = inhibition mostly above about 51%, no sharp cut-off; also: some results filed as inactive read as strong as hits
West Nile virus CPE: West Nile virus antiviral activity, cell-based, CPE readout (AID 1621); West Nile virus-infected cells, CPE inhibition; higher % means a stronger effect; one-dose CPE inhibition, % at 10 µM; IC50 in µM for titrated hits; actives 0.02% (n = 290,000); in the data active = a potency from the dose series; also: strong numbers were not always called active
Rac1 GTP hydrolysis: MgcRacGAP GTPase-activating activity inhibitors, confirmation, biochemical, ADP Hunter fluorescence | MgcRacGAP-stimulated Rac1 GTP hydrolysis, ADP Hunter fluorescence; higher % means a stronger effect; GST-tagged Rac1 F28L mutant substrate | one-dose inhibition, % at 30 µM; IC50 in µM for titrated hits | actives 0.6% (n = 340,000) | AID 624330;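 active = first-screen hits whose inhibition reached a set limit at any dose in the follow-up dose series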;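 also: fluorescence reports GDP produced by GAP-driven GTP hydrolysis; strong numbers were not always called active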
Large T inhibition: SV40 large T antigen inhibitors, biochemical (AID 1903); one-dose inhibition, % at 20 µM; IC50 in µM for titrated hits; SV40 large T antigen ATPase/helicase inhibition assay; higher % means a stronger effect; actives 0.39% (n = 310,000); in the data active = a potency from the dose series; also: strong numbers were not always called active
SIAH1 antagonists: Siah-1 peptide-binding antagonists, primary screen, biochemical, fluorescence polarization, rhodamine-plectin, uHTS (AID 1817); Siah-1 / rhodamine-plectin peptide fluorescence polarization; higher % means a stronger effect; one-dose displacement, % at 20 µM; IC50 in µM for titrated hits; actives 0.02% (n = 290,000);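 active = displacement of at least 50% at 20 µM, with a fluorescence ratio check between 0.3 and a set limit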;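 also: plate controls were Siah plus tracer with DMSO for no effect and tracer alone without Siah for full effect; strong numbers were not always called active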
NTR1 agonist cell count 20 µM: further read-out of NTR1 agonist, marked with its call; cell count; measured here: cell count, cytotoxicity flag
NS5 inhibitors pilot replicate: second read-out of NS5 inhibitors, no call of its own (marks repeat the call); inhibition, %; measured here: pilot screen replicate inhibition
* = called active by the depositor; . = not tested or not shown; [ ] = dose if it differs, or a comment.

SMILES | UTI89 phage lysis | NS5 inhibitors | RSV CPE inhibition | NTR1 agonist | NTR1 agonist cell count 20 µM | AID2073 | West Nile virus CPE | Rac1 GTP hydrolysis | Large T inhibition | SIAH1 antagonists | others
O=C(CN1CCCCCC1)Nc1ccc(S(=O)(=O)N2CCCCC2)cc1 | -0.3% | -4% | 1.6% | 0.2 | 56 | 0% | 1.0% | 8% | 8% | 6%
Cc1nn(C(C)C(=O)NCc2ccco2)c(=O)c2nn(-c3ccccc3)c(C)c12 (stereo not drawn) | 2.1% | -9% | 0.9% | 0.5 | 65 | 4% | -0.4% | -2% | -3% | -1%
CCOc1ccc(NC(=O)CC2C(=O)N(CC)C(=S)N2CCN2CCOCC2)cc1 (stereo not drawn) | 2.0% | 2% | -1.2% | 1.5 | 66 | -3% | -0.1% | 8% | 8% | -2%
CC(C)NCC(O)COC1CCC(C(C)(C)C)CC1 (stereo not drawn) | -1.1% | -10% | -3.0% | 1.5 | 45 | 10% | -0.1% | 4% | 5% | -3%
CC(=O)Nc1ccc(S(=O)(=O)N2CCN(c3cc(C)ccc3C)CC2)cc1 | 1.2% | -6% | -0.6% | 0.0 | 50 | 4% | 0.0% | -6% | 2% | 5%
Cc1nn(-c2ccccc2)c(C)c1NC(=O)Cc1cccs1 | -0.6% | -2% | 1.0% | 0.5 | 64 | 7% | 0.2% | 4% | -14% | 1%
C[C@@H]1CC[C@]2(O[C@H](CCO)C[C@H](O)[C@H]2O)O1 | -0.4% | 3% | 1.1% | -1.3 | 54 | . | -0.3% | -1% | 17% | .
O=C(CSCC(=O)Nc1cccc2ccccc12)Nc1cccc2ccccc12 | 1.7% | 3% | 1.5% | -0.6 | 56 | 27% | 0.1% | 9% | 7% | 5%
OC(c1ccccc1)c1nc2ccccc2[nH]1 (stereo not drawn) | 6.2% | 3% | 0.4% | -1.1 | 55 | 0% | -0.2% | 8% | 13% | -6%
N#Cc1nc(COc2ccc(-c3ccccc3)cc2)oc1NCCCN1CCOCC1 | -0.2% | -4% | 5.6% | 1.7 | 29 | -10% | -0.7% | 14% | 14% | 0%
O=C(c1ccccc1)N1CCCC(C(=O)N2CCN(c3ccccc3)CC2)C1 (stereo not drawn) | 0.3% | -7% | 0.3% | -0.1 | 59 | -5% | 0.5% | 16% | 15% | 13%
O=c1cc(CSc2nnnn2-c2ccccc2)nc2sccn12 | -0.1% | -2% | 1.8% | 1.3 | 42 | 0% | 0.2% | 0% | 3% | -2%
C/C(CC(C)(C)C1CCCCC1)=N\NC(N)=S | 1.4% | -4% | -2.3% | -0.4 | 40 | 3% | 1.0% | 8% | 6% | 0%
CC(C)N(Cc1nc(-c2ccccc2)no1)C(=O)CN(C)S(=O)(=O)c1ccccc1 | 0.4% | -3% | -0.2% | -0.3 | 51 | -4% | -0.5% | -16% | -1% | -2%
CC(OC(=O)c1ccc(Br)o1)C(=O)Nc1ccc2c(c1)OCCO2 (stereo not drawn) | 0.8%[50 µM] | -8% | 1.0% | -3.3 | 63 | . | . | 0% | . | .
CC(=O)N/N=C\c1ccccc1OC/C=C/c1ccccc1 | 1.2% | -3% | 3.2% | -0.1 | 71 | 13% | -0.6% | 4% | 0% | -4%
COc1cc(C(=O)Nc2ccncc2)c([N+](=O)[O-])cc1OC | -2.0% | -5% | 1.1% | -0.1 | 48 | 12% | -0.1% | -9% | 5% | 0%
N#C/C(=C\N1CCN(Cc2ccc3c(c2)OCO3)CC1)c1nc2ccccc2s1 | 0.0% | 9% | 1.0% | -2.7 | 86 | 10% | 0.2% | 18% | -2% | 2%
CCN1C(=O)[C@H]2[C@@H](c3ccc(-c4ccc(C(C)=O)cc4)cc3)N[C@@](Cc3ccccc3)(C(=O)OC)[C@H]2C1=O | 1.0% | -6% | 2.9% | 0.6 | 57 | . | . | 2% | 10% | .
S=C(NCc1ccco1)Nc1cc(Cl)c(Cl)cc1Cl | 7.5% | -8% | 3.2% | 2.1 | 67 | -8% | 0.1% | 12% | -11% | 3%

Compounds from the list above containing a cyano group:
SMILES | UTI89 phage lysis | NS5 inhibitors | RSV CPE inhibition | NTR1 agonist | NTR1 agonist cell count 20 µM | AID2073 | West Nile virus CPE | Rac1 GTP hydrolysis | Large T inhibition | SIAH1 antagonists | others
N#Cc1nc(COc2ccc(-c3ccccc3)cc2)oc1NCCCN1CCOCC1 | -0.2% | -4% | 5.6% | 1.7 | 29 | -10% | -0.7% | 14% | 14% | 0%
N#C/C(=C\N1CCN(Cc2ccc3c(c2)OCO3)CC1)c1nc2ccccc2s1 | 0.0% | 9% | 1.0% | -2.7 | 86 | 10% | 0.2% | 18% | -2% | 2%

4 entries from above, sorted by number of heavy atoms, smallest number first.
SMILES | UTI89 phage lysis | NS5 inhibitors | RSV CPE inhibition | NTR1 agonist | NTR1 agonist cell count 20 µM | AID2073 | West Nile virus CPE | Rac1 GTP hydrolysis | Large T inhibition | SIAH1 antagonists | others
S=C(NCc1ccco1)Nc1cc(Cl)c(Cl)cc1Cl | 7.5% | -8% | 3.2% | 2.1 | 67 | -8% | 0.1% | 12% | -11% | 3%
O=C(c1ccccc1)N1CCCC(C(=O)N2CCN(c3ccccc3)CC2)C1 (stereo not drawn) | 0.3% | -7% | 0.3% | -0.1 | 59 | -5% | 0.5% | 16% | 15% | 13%
Cc1nn(C(C)C(=O)NCc2ccco2)c(=O)c2nn(-c3ccccc3)c(C)c12 (stereo not drawn) | 2.1% | -9% | 0.9% | 0.5 | 65 | 4% | -0.4% | -2% | -3% | -1%
CCOc1ccc(NC(=O)CC2C(=O)N(CC)C(=S)N2CCN2CCOCC2)cc1 (stereo not drawn) | 2.0% | 2% | -1.2% | 1.5 | 66 | -3% | -0.1% | 8% | 8% | -2%

Other compounds.
SMILES | UTI89 phage lysis | NS5 inhibitors | RSV CPE inhibition | NTR1 agonist | NTR1 agonist cell count 20 µM | AID2073 | West Nile virus CPE | Rac1 GTP hydrolysis | Large T inhibition | SIAH1 antagonists | others
CC1CCCCC12NC(=O)N(CC(=O)NCCc1c[nH]c3ccccc13)C2=O (stereo not drawn) | 0.2%[50 µM] | -2% | 0.9% | 1.1 | 86 | . | . | 2% | . | .
CN(C(=O)COC(=O)c1ccc(Cl)c(S(=O)(=O)N2CCCCCC2)c1)C1CCS(=O)(=O)C1 (stereo not drawn) | 1.0%[50 µM] | 4% | . | -0.4 | 48 | . | . | 6% | . | .
CCOC(=O)C1=C(C)NC2=C(C(=O)c3ccccc32)C1c1ccc([N+](=O)[O-])o1 (stereo not drawn) | 0.9% | 2% | . | 8.3 | 65 | 4% | 0.0% | 11% | 22% | -2%
CC1(C)Cc2c(sc(NC(=O)COc3ccccc3)c2C#N)C(C)(C)N1 | 0.1% | -5% | -0.4% | 1.6 | 61 | -7% | -1.1% | 3% | 17% | -7%
COCCCNC(=S)Nc1ccc2nc3n(c(=O)c2c1)CCCCC3 | 0.1% | -3% | 0.8% | -0.3 | 57 | 5% | -0.3% | 2% | 10% | -1%
O=C(NNC(=S)NCc1ccco1)c1ccccc1Br | 0.0% | -6% | 1.4% | 2.0 | 73 | -30% | 0.0% | 7% | 17% | 8%
O=C(NC1CCCC1)c1ccccc1-c1ccccc1 | 2.7%[50 µM] | -4% | -0.4% | 1.9 | 43 | 7% | 0.4% | 10% | 10% | -8%
COc1ccc(CNC(=O)CN(c2ccccc2)S(=O)(=O)c2ccccc2[N+](=O)[O-])cc1 | -0.9% | 3% | 1.4% | -0.2 | 103 | 3% | -0.7% | 0% | 23% | 2%
CCC(C)NCCC(=O)Nc1ccc(Cl)c(S(=O)(=O)Nc2ccc(Cl)cc2)c1 (stereo not drawn) | 0.7% | 5% | -1.9% | 1.8 | 41 | -7% | 0.1% | 5% | 7% | -3%
CCOc1cc(N2CCOCC2)c(OCC)cc1NC(=O)COC(=O)CCn1c(C)csc1=O | 1.4%[50 µM] | 2% | -1.5% | 0.1 | 58 | . | . | 7% | 13% | .
O=C(CCCn1ncn2c(cc3occc32)c1=O)NCc1cccc(Cl)c1 | 0.3% | 5% | 2.4% | 0.8 | 71 | -1% | -0.7% | -1% | 17% | -2%
CN(C)S(=O)(=O)c1ccc(N2CCCC2)c(C(=O)NCc2ccccc2)c1 | 0.5% | -5% | -0.5% | -1.2 | 46 | 6% | -0.2% | 13% | 7% | -3%
C[C@@H]1CN([C@@H](C)CO)C(=O)c2cccc(NC(=O)C3CCCCC3)c2O[C@@H]1CN(C)Cc1ccc(Cl)c(Cl)c1 | -1.3% | -6% | . | 9.7 | 73 | . | . | 13% | . | .
CC12CCC(=O)N1C(C(=O)Nc1cc(C(F)(F)F)ccc1N1CCOCC1)CS2 (stereo not drawn) | 0.0%[50 µM] | -2% | 2.8% | -0.1 | 103 | . | . | 2% | 0% | .
N#Cc1ccccc1NC(=O)CSc1nccn1CCc1ccccc1 | 3.1% | -14% | 0.3% | 0.2 | 51 | 3% | -1.6% | 8% | 11% | 2%
CCCCCc1ccc(OCCC[n+]2ccccc2)c(CCCCC)c1 | -2.3% | 5% | . | 13 | 33 | 8% | -0.4% | 10% | 22% | -3%
O=C(CNC(=O)c1ccc(S(=O)(=O)N2CCCC2)cc1)N/N=C/c1ccc(Cl)cc1 | 0.7%[50 µM] | 2% | 0.7% | 0.6 | 56 | 1% | -1.3% | 6% | 7% | -1%
O=C(O)c1ccc(-c2sc(Nc3ccccc3)n[n+]2-c2ccc(F)cc2)cc1 | 1.9% | -11% | 0.0% | -1.6 | 97 | -16% | 0.1% | 14% | 31% | 14%
O=C1NC2=C(C(=O)c3ccccc32)C(c2ccccc2)N1 (stereo not drawn) | 0.7% | 2% | 4.3% | -0.2 | 53 | 19% | -0.6% | 3% | 12% | 1%
CCN1C(=O)[C@H]2[C@@H](c3ccc(-c4ccc(OC)cc4)cc3)N[C@@](Cc3ccccc3)(C(=O)OC)[C@H]2C1=O | -1.1% | 4% | 3.6% | 0.3 | 48 | . | . | 5% | 12% | .
C/C(=N\Nc1nc(Cl)c(Cl)cc1Cl)c1ccc(S(=O)(=O)NCc2ccco2)cc1 | -3.0% | -2% | 17% | 10 | 57 | 11% | -1.1% | -2% | 18% | -3%
O=C(CSc1nc2ccccc2[nH]1)c1c[nH]c2ccccc12 | 1.2%[50 µM] | -3% | 1.5% | 0.4 | 58 | -8% | -0.2% | 1% | 4% | -7%
C=CCNc1ncnc2c1cnn2-c1ccc(OC)cc1 | -1.1% | 0% | 3.1% | -0.7 | 60 | -10% | 2.1% | 0% | 5% | 1%
O=C(CN1C(=O)COc2ccccc21)NCc1ccc(C(=O)O)cc1 | 1.0% | -1% | 4.3% | -0.9 | 83 | 0% | -0.2% | 3% | 32% | 0% | NS5 inhibitors pilot replicate=-1.1
O=C(NCc1ccncc1)C(=O)N/N=C/c1ccc(OCc2ccccc2)cc1 | 0.2% | -2% | -0.3% | -0.6 | 67 | 8% | -0.5% | 1% | 0% | 15%
COC(=O)[C@@]1(Cc2ccc(F)cc2)[C@H]2c3cc(C(=O)N(C)C)n(C[C@H](O)CO)c3C[C@H]2CN1C(=O)c1ccccc1 | 0.4% | 3% | 1.7% | -0.5 | 78 | -7% | -0.4% | 7% | 2% | 1%
